Bioassay records: PubChem, National Center for Advancing Translational Sciences (NCATS)
mIDH1 inhibitor: human IDH1 R132H inhibition; O75874; IDH1-R132H enzyme, NADPH consumption, diaphorase/resazurin fluorescence; Potency, µM (top dose mostly 76.6 µM), for the others: top-dose activity change, negative = inhibition, usual class: inhibitors; hit rate 0.093% among 390,000; AID 602179; further: potency means the concentration at half of the fitted maximal effect; on the % scale 0 is the no-effect control and ±100 the full control effect; nearly all actives have a fitted effect of over 65% in size
Target sequence (O75874 whole entry R132H, stated change not applied): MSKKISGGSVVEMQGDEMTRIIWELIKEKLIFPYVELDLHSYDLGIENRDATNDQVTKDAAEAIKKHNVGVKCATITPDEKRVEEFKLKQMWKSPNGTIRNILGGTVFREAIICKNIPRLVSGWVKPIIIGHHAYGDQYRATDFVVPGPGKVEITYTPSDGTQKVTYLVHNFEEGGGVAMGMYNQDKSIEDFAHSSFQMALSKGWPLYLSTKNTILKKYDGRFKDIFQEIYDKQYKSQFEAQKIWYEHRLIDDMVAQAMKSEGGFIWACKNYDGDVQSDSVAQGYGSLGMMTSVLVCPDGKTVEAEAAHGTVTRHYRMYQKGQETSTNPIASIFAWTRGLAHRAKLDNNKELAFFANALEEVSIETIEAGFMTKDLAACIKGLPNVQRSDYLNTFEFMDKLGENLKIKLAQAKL
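IDH1-R132H (0.5 ug/mL dispensed) in pH 7.5 Tris buffer was preincubated 30 min with compound, then given a substrate mix of 0.016 mM NADPH and 2 mM alpha-KG for 80 min at room temperature; remaining NADPH was read by diaphorase/resazurin fluorescence.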
LDHA inh: blocks human lactate dehydrogenase A; P00338; purified LDHA, NADH/diaphorase-resazurin fluorescence; active compounds read low; activity change, % (values are at about 110 or 230 µM); hit rate 0.15% among 480,000; AID 1347041; in the data active means activity change below about -30%; inconclusive means mostly about -25% to -30%;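 further: plate controls were DMSO wells for no effect and wells without enzyme for full effect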
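Resorufin fluorescence (ex540/em590), read at 0 and 20 min after diaphorase/resazurin addition, reports the NADH left after a 5 min room-temperature reaction of 2 nM human LDH5 with 0.06 mM NADH and 0.2 mM pyruvate.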
TrxR1 substrate: is turned over as a substrate by rat TrxR1. O89049. purified TrxR1 substrate turnover, NADPH consumption readout. Potency, µM (top dose mostly 114 µM), without a hit: at the top dose activity change, negative = substrate turnover. hit rate 0.01% among 390,000. AID 588456; further: potency means the concentration at half of the fitted maximal effect; on the % scale 0 is the no-effect control and ±100 the full control effect; nearly all actives have a fitted effect of over 50% in size
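Rat TrxR1, dispensed at 90 nM, was prereduced with 400 uM NADPH (final) for 5 min at ~22 deg C, then incubated with compound 15 min before 400 uM selenite. A first-read NADPH fluorescence drop versus no-compound background flagged substrates.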
Vif-APOBEC3F blk: Vif-A3F binding inhibition | HeLa A3F-eYFP + Vif (tagged APOBEC3F with the HIV-1 protein that degrades it), YFP fluorescence increase | Potency, µM (titrated, usually from 46.1 µM), without a hit: at the highest dose activity, negative = active | hit rate 0.2% among 390,000; further: potency means the concentration at half of the fitted maximal effect; % of control where 0% means no effect; nearly all actives have a fitted effect of over 65% in size
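HeLa cells stably expressing A3F-eYFP plus Vif, plated and incubated overnight at 37 deg C, then exposed to compounds overnight at 37 deg C. Blocked degradation read as raised yellow fluorescence (Ex 488/Em 500-530).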
USP1 inh: blocks the human USP1/UAF1 deubiquitinase complex. O94782. recombinant USP1/UAF1, Ub-Rhodamine cleavage fluorescence. Potency, µM (series often up to 57.1 µM), inactives show at the top dose activity change, negative = inhibition, most hits filed as inhibitors. hit rate 0.23% among 390,000. AID 743255; further: potency means the concentration at half of the fitted maximal effect; on the % scale 0 is the no-effect control and ±100 the full control effect; nearly all actives have a fitted effect of over 60% in size; inactives centre near -12
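In this screen, compounds sit with the deubiquitinase complex (1nM) for 15 min at room temperature before Ub-Rho is added at 150nM final. Fluorescence rise is then followed for 6 reads every 60 seconds.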
RGS4 inh: inhibitors of human regulator of G protein signaling 4 | P49798 | Transcreener GDP fluorescence polarization, RGS4-accelerated GTP hydrolysis | Potency, µM (series often up to 114 µM), inactives show at the highest dose activity change, negative = inhibition, actives largely listed as inhibitors | hit rate 0.039% among 390,000; further: potency means the concentration at half of the fitted maximal effect; on the % scale 0 is the no-effect control and ±100 the full control effect; nearly all actives have a fitted effect of over 75% in size; some results filed as inactive show a strong effect at the top dose
Target sequence (P49798 whole entry, looked up): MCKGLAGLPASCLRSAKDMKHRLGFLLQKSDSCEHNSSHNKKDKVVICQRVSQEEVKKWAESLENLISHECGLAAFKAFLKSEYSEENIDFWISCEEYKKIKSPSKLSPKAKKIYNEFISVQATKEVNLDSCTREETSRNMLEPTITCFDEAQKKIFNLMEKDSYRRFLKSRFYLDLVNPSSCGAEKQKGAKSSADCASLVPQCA
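MLSMR compounds (23 nl, pin-transferred) preincubated 10 min at room temperature with a 500nM (2x) first reagent, then RGS4 at 900nM (2x) plus Transcreener GDP mix added; fluorescence polarization (620/688 nm) read before and after 90 min at 30 °C.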
Vif-A3G inh: blocks the Vif interaction with human APOBEC3G; Q9HC16; HeLa A3G-eYFP + Vif (tagged APOBEC3G with the HIV-1 protein that degrades it), YFP fluorescence, overnight; Potency, µM (series often up to 46.1 µM), without a hit: at the highest dose activity, negative = active, actives largely listed as inhibitors; hit rate 0.076% among 410,000;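 further: potency means the concentration at half of the fitted maximal effect; on the % scale 0 is the no-effect control and ±100 the full control effect; nearly all actives have a fitted effect of over 60% in size; hits raise eYFP signal because A3G escapes Vif-driven loss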
Target sequence (Q9HC16 whole entry, looked up): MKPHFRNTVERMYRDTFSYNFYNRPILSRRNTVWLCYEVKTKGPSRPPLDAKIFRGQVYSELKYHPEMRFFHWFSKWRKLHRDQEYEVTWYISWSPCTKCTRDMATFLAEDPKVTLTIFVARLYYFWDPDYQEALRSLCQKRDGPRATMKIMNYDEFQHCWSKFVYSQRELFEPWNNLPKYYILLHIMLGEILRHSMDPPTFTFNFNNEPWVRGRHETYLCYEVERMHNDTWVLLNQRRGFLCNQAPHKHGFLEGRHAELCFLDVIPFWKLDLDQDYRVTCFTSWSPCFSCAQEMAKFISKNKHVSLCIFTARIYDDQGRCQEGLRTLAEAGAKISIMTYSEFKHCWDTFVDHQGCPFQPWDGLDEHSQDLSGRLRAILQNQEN
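Read-out is eYFP fluorescence (Ex 488/Em 500-530) from Vif-expressing HeLa A3G-eYFP cells; more signal means A3G escaped Vif-mediated degradation. Cells plated overnight, compound pinned in, incubated overnight at 37 deg C.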
rTrxR1 inhibitor: rat TrxR1 inhibition | hit rate 1% among 390,000 | Potency, µM (top dose mostly 114 µM), inactives show at the highest dose activity change, negative = inhibition, hits mostly inhibitors | O89049 | recombinant rTrxR1, NADPH fluorescence consumption, selenite substrate; further: potency means the concentration at half of the fitted maximal effect; on the % scale 0 is the no-effect control and ±100 the full control effect; nearly all actives have a fitted effect of over 65% in size
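Rat TrxR1 (90 nM in the dispensed reagent) was pre-reduced with 400 uM NADPH for 5 min at room temperature, then incubated with compound for 15 min. After 400 uM selenite was added, NADPH fluorescence (Ex 340/Em 450 nm) was followed for 8 min.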
Glioma ERSR ind: induces the endoplasmic reticulum stress response in human glioma cells | Potency, µM, for the others: at the highest dose activation, most hits filed as activators | AID 602332 | U87-MG GRP78 promoter luciferase reporter, 16 h | hit rate 0.02% among 420,000; further: potency means the concentration at half of the fitted maximal effect; series mostly up to about 76 µM; % of control where 0% means no effect; nearly all actives have a fitted effect of over 35% in size
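Stably transfected U87-MG human glioma cells carrying a GRP78-based luminescent sensor were seeded at 1000 cells/well, pin-dosed with compounds and incubated 16 h. Luciferase reagent was then added, and end-point luminescence was read after 10 min at room temperature.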
Numbers without * were called inactive; u = inconclusive; x = not tested or not shown; & = joins results of further samples; [ ] = dose if it differs, or a comment. Unless noted, the call rests on the fitted dose curve; in most records, active means well fitted curve in the direction sought with a large enough effect; inconclusive means small, poorly fitted or top-dose-only effect, or another doubt; inactive means no such curve, though single readings can be large; an effect the other way counts as inactive or inconclusive.

1. CCC(C)(C)NC(=O)c1cccc(NC(=O)C(C)C)c1
2. O=C(NCc1ccco1)[C@@H]1CCCN1C(=O)c1cccs1
3. O=C(NC1CC1)[C@@H]1CSC2c3ccccc3C(=O)N21 (stereo partly drawn)
4. Cc1csc(=Nc2ccccc2)n1Cc1ccco1
5. O=C(c1ccccc1)C1(c2ccccc2)OC1c1ccccc1 (stereo not drawn)
6. COc1cccc(C(c2nnnn2Cc2ccco2)N2CCN(Cc3ccccc3)CC2)c1OC (stereo not drawn)
entry no.,1,2,3,4,5,6
mIDH1 inhibitor,1%,0%,8%,6%,6%,-9%
LDHA inh,-4,-8,-8,-2,-5,-1
TrxR1 substrate,-5%[57.1 µM],4%,0%,-1%,-5%[2.29 µM],4%
Vif-APOBEC3F blk,8%,1%,-5%,-7%,-1%,1%
USP1 inh,-16%,0%,-11%,-23%,u,4%
RGS4 inh,u,55%[activator],5%,-30%,20%,-11%
Vif-A3G inh,-1%,-1%,0%,1%,0%,-3%
rTrxR1 inhibitor,13%[57.1 µM],79µM*,18%,-15%,1%[2.29 µM],0%
Glioma ERSR ind,-4%,3%,-5%,-1%,2%,-3%

7. CCc1nnc(NC(=O)CN2CC(C)OC(C)C2)s1 (stereo not drawn)
8. O=C(Nc1cc(Sc2ccccn2)cc([N+](=O)[O-])c1)c1cccc(Cl)c1
9. CCC(C)NC(=O)C1CC(c2cccc(OC)c2)=NO1 (stereo not drawn)
10. CCc1nc2ccccc2c(C(=O)OCC(=O)NC2CCCC2)c1C
11. Cc1ccccc1C(=O)NC(=S)Nc1ccccc1C(F)(F)F
12. CCCc1[nH]nc2c1C1(CCOC1C)C(C#N)=C(N)O2 (stereo not drawn)
entry no.,7,8,9,10,11,12
mIDH1 inhibitor,5%,10%,2%,-8%,5%,2%
LDHA inh,1,-5,-5,-4&1,-1,-3
TrxR1 substrate,-2%,-7%,-8%,6%[57.1 µM],16%[57.1 µM],-7%
Vif-APOBEC3F blk,6%,2%,-4%,4%,3%,x
USP1 inh,-22%,-6%,-1%,-3%,-9%,-12%
RGS4 inh,1%,-7%,25%,-13%,11%,37%
Vif-A3G inh,-1%,-1%,3%,-2%,1%,-1%
rTrxR1 inhibitor,20%,-7%,3%,4%[2.29 µM],-31%[57.1 µM],-20%
Glioma ERSR ind,-2%,-4%,0%,-3%,-2%,-5%

3 structures from above, arranged by length of the SMILES, low to high:
7. CCc1nnc(NC(=O)CN2CC(C)OC(C)C2)s1 (stereo not drawn)
11. Cc1ccccc1C(=O)NC(=S)Nc1ccccc1C(F)(F)F
10. CCc1nc2ccccc2c(C(=O)OCC(=O)NC2CCCC2)c1C
entry no.,7,11,10
mIDH1 inhibitor,5%,5%,-8%
LDHA inh,1,-1,-4&1
TrxR1 substrate,-2%,16%[57.1 µM],6%[57.1 µM]
Vif-APOBEC3F blk,6%,3%,4%
USP1 inh,-22%,-9%,-3%
RGS4 inh,1%,11%,-13%
Vif-A3G inh,-1%,1%,-2%
rTrxR1 inhibitor,20%,-31%[57.1 µM],4%[2.29 µM]
Glioma ERSR ind,-2%,-2%,-3%

The list goes on:
13. Cc1cc(CN2CCCC(CNC(=O)c3ccc(F)cc3)C2)cc(C)c1O (stereo not drawn)
14. N#CC(C(=O)NC1CC1)c1nc2ccccc2nc1N1CCCC1 (stereo not drawn)
15. COc1cc2c(cc1OC)-c1cc(N3CCc4ccccc43)nc(=O)n1CC2
16. CCCCCC(=O)Nc1ccc(S(=O)(=O)Nc2nccnc2OC)cc1
17. CCOc1cc(N2CCOCC2)c(OCC)cc1NC(=O)Cc1ccccc1OC
18. COc1ccc(/C=C/C(=O)OCC(=O)Nc2nnc(-c3ccccc3)o2)c(OC)c1
entry no.,13,14,15,16,17,18
mIDH1 inhibitor,2%,2%,11%,-1%,4%,0%
LDHA inh,1,3,-2,-6,20,-3
TrxR1 substrate,-3%,12%[57.1 µM],44%[activator],-17%,4%[57.1 µM],x
Vif-APOBEC3F blk,-14%,-7%,-5%,-10%,5%,-3%
USP1 inh,3%,6%,-13%,-4%,-6%,-7%
RGS4 inh,8%,-3%,-18%,24%,u,x
Vif-A3G inh,-4%,-11%,4%,0%,0%,-3%
rTrxR1 inhibitor,-11%,-6%[57.1 µM],3%,-13%,4%[57.1 µM],x
Glioma ERSR ind,-5%,-3%,4%,-2%,-6%,-4%

19. O=C(COc1ccccc1)N1CCN(C(=O)Cc2ccccc2)CC1
20. CCCCN(CCCC)c1ccc(C(=O)c2ccccc2C(=O)O)c(O)c1
21. O=C(Nc1ccccc1C(=O)O)c1cc(S(=O)(=O)N2CCOCC2)cs1
22. CCOC(=O)Cc1nnc(Nc2cccc(O)c2)c2ccccc12
23. COc1ccc(CCNC(=O)CN2C(=O)C3(OCCCO3)c3ccccc32)cc1OC
24. CN(C(=O)Nc1ccc(S(=O)(=O)N(C)C)cc1)C1CCCCC1
entry no.,19,20,21,22,23,24
mIDH1 inhibitor,1%,0%,0%,4%,0%,0%
LDHA inh,-3,1,-5,-2,-1,-4
TrxR1 substrate,11%[57.1 µM],-12%,-7%,0%,2%[57.1 µM],8%[57.1 µM]
Vif-APOBEC3F blk,-3%,-1%,2%,1%,-5%,-5%
USP1 inh,-8%,-8%,-22%,-13%,-20%,-10%
RGS4 inh,9%,5%,1%,-13%,-9%,-4%
Vif-A3G inh,0%,-1%,-1%,0%,1%,-2%
rTrxR1 inhibitor,12%[57.1 µM],-12%,-2%,3%,2%[57.1 µM],17%[57.1 µM]
Glioma ERSR ind,-7%,-2%,-3%,-1%,-3%,-1%

25. CC[C@H](C)[C@H](NC(N)=O)C(=O)Nc1ccc(OC)c(Cl)c1
26. Cc1ccc(C(=O)ONC(=O)c2ccc(Cl)cc2)cc1[N+](=O)[O-]
27. CC(C)=NNc1nc(-c2ccccc2)c(C)s1
28. COc1ccc(CNC(=O)CC2N=C3c4ccccc4N=C(SCC(=O)Nc4ccc(N(C)C)cc4)N3C2=O)cc1 (stereo not drawn)
29. CC(C)CC(O)C1CCN(C(=O)CCc2nnc(-c3ccc4c(c3)OCO4)o2)CC1 (stereo not drawn)
30. O=S(=O)(Nc1ccc(Cc2ccncc2)cc1)c1ccc(Br)s1
entry no.,25,26,27,28,29,30
mIDH1 inhibitor,1%,0%,4%,1%,-1%,-3%
LDHA inh,-14,3,5,0,-3,-8
TrxR1 substrate,-4%,6%,3%[57.1 µM],4%[57.1 µM],7%,-2%
Vif-APOBEC3F blk,-19%,2%,u,-4%,-20%,-3%
USP1 inh,-4%,-16%,-7%,5%,-12%,-15%
RGS4 inh,0%,-18%,-28%,-29%,-21%,3%
Vif-A3G inh,0%,0%,-3%,0%,0%,-5%
rTrxR1 inhibitor,16%,14%,4%[57.1 µM],19%[57.1 µM],7%,-3%
Glioma ERSR ind,-2%,8%,1%,-8%,0%,-1%

31. CCCCCCCCN1[C@@H](CC(=O)O)c2cc(C(F)(F)F)ccc2S1(=O)=O
32. COc1ccc(C(=O)O/N=C(\N)c2ccccn2)cc1[N+](=O)[O-]
33. Cc1ccc(S(=O)(=O)N2[C@@H](c3ccccc3F)C(C(=O)O)=CC[C@H]2c2cccc(Cl)c2)cc1
34. COc1ccc(NC(C)=O)cc1NC(=O)c1ccc(C#N)cc1
35. Cc1ccccc1-c1cc2nccc(-c3cc(Cl)ccc3O)n2n1
36. COc1ccc(C(=O)c2oc3ccccc3c2NC(=O)c2ccc(F)cc2)cc1
entry no.,31,32,33,34,35,36
mIDH1 inhibitor,27%,7%,-7%,3%,5%,5%
LDHA inh,-3,-5,-2,3,3,4
TrxR1 substrate,3%&-2%,5%[57.1 µM],7%[57.1 µM],4%[57.1 µM],1%,6%
Vif-APOBEC3F blk,-1%,9%,3%,1%,7%,4%
USP1 inh,-14%,-19%,-28%,-7%,-6%,-27%
RGS4 inh,2%,12%,27%,-28%,-8%,-11%
Vif-A3G inh,u,-14%,-7%,-6%,4%,0%
rTrxR1 inhibitor,-11%&-18%,7%[57.1 µM],12%[57.1 µM],5%[57.1 µM],1%,31%[activator]
Glioma ERSR ind,u,-5%,-2%,-4%,-2%,-7%

37. COc1cccc(-c2nc3ccc(O)cc3c(=O)o2)c1
38. COCCN(C(=O)c1ccc(C)c(S(=O)(=O)N2CCOCC2)c1)c1c(N)n(CC(C)C)c(=O)[nH]c1=O
39. O=P1(O)CC2=C(CC=CC2)C1
40. CC(=O)Nc1ccc(S(=O)(=O)NNC(=O)c2ccc3c(c2)OCO3)cc1
entry no.,37,38,39,40
mIDH1 inhibitor,1%,3%,8%,3%
LDHA inh,-2,0,1,3
TrxR1 substrate,-9%,-6%,x,2%
Vif-APOBEC3F blk,-10%,5%,-8%,4%
USP1 inh,-27%,-1%,-16%,-11%
RGS4 inh,-11%,-30%,x,-13%
Vif-A3G inh,1%,-6%,0%,-2%
rTrxR1 inhibitor,-14%,0%,x,2%
Glioma ERSR ind,6%,0%,-5%,-7%

Not all compounds are listed. The share of hits here may be higher or lower than overall.
